# tim23-1 inh: inhibits growth of tim23-1 mutant yeast. inhibition, % at 20 µM. S. cerevisiae tim23-1 growth, BacTiter-Glo luminescence, 24 h. AID 463212. 330,000 tested, 1.3% active;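 active = growth inhibition of the mutant yeast at or above 50%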;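 also: temperature-sensitive mutant grown at 25 °C; plate controls were DMSO-treated mutant yeast for no effect and medium wells lacking yeast for full effect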
# APJ ag: agonists of human APJ apelin receptor. 330,000 tested, 0.11% active. P35414. CHO-K1 APJ PathHunter beta-arrestin, luminescence; 0% DMSO wells, 100% apelin. AID 2520. activation, % at 20 µM;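 active = activation more than six SD over the plate average, tested at 20 µM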;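 also: 0% = DMSO alone and 100% = apelin-13 at 10 nM; some results filed as inactive read as strong as hits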
# Target sequence (P35414 whole entry, looked up): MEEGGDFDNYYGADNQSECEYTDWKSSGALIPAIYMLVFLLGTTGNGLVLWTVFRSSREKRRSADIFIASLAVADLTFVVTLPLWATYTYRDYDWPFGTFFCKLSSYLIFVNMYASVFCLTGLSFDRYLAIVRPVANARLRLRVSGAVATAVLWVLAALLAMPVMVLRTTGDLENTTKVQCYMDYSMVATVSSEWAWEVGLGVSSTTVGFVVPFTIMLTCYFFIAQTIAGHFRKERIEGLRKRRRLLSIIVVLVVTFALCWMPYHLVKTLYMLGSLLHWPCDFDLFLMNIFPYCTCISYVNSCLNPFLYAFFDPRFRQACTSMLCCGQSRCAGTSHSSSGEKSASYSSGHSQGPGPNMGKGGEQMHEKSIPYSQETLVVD
#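 Material: engineered CHO-K1 APJ arrestin reporter cells; amount: 1000 CHO-K1 reporter cells seeded per well; incubation: compound stimulation 90 min at 25 °C, detection 60 min; signal: luminescent beta-gal fragment complementation, chemiluminescent substrate; read-out basis: APJ agonist activity; controls: DMSO-only wells as negative, 10 nM Apelin-13 as positive control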
# Mdm2-MdmX inh: disrupts the human Mdm2-MdmX interaction; O15151+Q00987; SaOS-2 split-luciferase Mdm2/MdmX complementation, luminescence; inhibition, % at 8 µM; 330,000 tested, 3% active; AID 485346;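 active = inhibition of at least 50% at 8 µM in the primary screen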
# tim10-1 inh: growth inhibitors of tim10-1 mutant yeast; S. cerevisiae tim10-1 ts strain growth, BacTiter-Glo, 24 h; inhibition, % at 20 µM; 330,000 tested, 2.2% active;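 active = inhibition of at least 40%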;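 also: mutant grown at 25 °C; 0% = DMSO wells with yeast and 100% = wells holding no yeast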
# CHOP UPR activ: apoptotic UPR (CHOP) activation | AID 449763 | 330,000 tested, 0.34% active | CHO-CHOP luciferase reporter, luminescence; percent of tunicamycin response over DMSO baseline | activation, % at 10 µM;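 active = at 10 µM dose, activation of 40% or more, normalized to positive control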;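 also: 100% = tunicamycin at 10 µg/mL and 0% = DMSO alone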
#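 Assay system: CHO cells with stable CHOP pathway luciferase reporter; Buffer or medium: F12 plus 10% serum; Times: 16-18 h cell attachment, then 6 h compound exposure, 37 °C; Signal: luciferase luminescence; Read-out basis: percent activation relative to tunicamycin control; Control set: tunicamycin high control, DMSO low control.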
# NR3A LBD binder: modulators (binders) of human NR3A ligand-binding domain. NR3A LBD differential scanning fluorimetry, Tm shift; 0% = protein alone, 100% = glycine-bound protein. Tm shift relative to glycine control, % at 25 µM. 340,000 tested, 2.5% active. AID 1259313;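 active = melting temperature shift of at least 10% of the positive control shift, at one fixed dose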
# TIM10 inh: inhibits growth of TIM10 yeast strain; inhibition, % at 10 µM; S. cerevisiae TIM10 strain growth, BacTiter-Glo luminescence, 24 h; 330,000 tested, 1.4% active; AID 463195;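 active = inhibition of 40% or more at the single tested concentration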;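 also: wild-type TIM10 isogenic control strain grown at permissive 25 °C; 0% = DMSO yeast wells and 100% = minimal medium wells without yeast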
# XBP1 UPR activ: activators of adaptive arm of unfolded protein response (XBP1); CHO-XBP1 luciferase reporter, IRE1-XBP1 UPR activation, luminescence; percent of tunicamycin response, DMSO as zero; activation, % at 20 µM; 330,000 tested, 0.33% active; AID 463104;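 active = versus positive control, 20 µM dose yields 30% or more activation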;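 also: 100% = tunicamycin at 10 µg/mL and 0% = DMSO only wells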
#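 Material: IRE1-XBP1 luciferase reporter CHO line / Quantity: one thousand reporter cells per well / Buffer or medium: F12 with 10% serum / Compound: 20 µM single concentration, DMSO 1% / Times: 6 h treatment, 37 °C / Detection: Steady-Glo luciferase glow luminescence, 10 min after reagent addition / Benchmarks: tunicamycin high, DMSO low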
# NLRP3 yeast inh: inhibitors of NALP3 inflammasome in yeast; inhibition, % at 10 µM; Yeast reconstituted NLRP3/ASC/caspase-1, beta-gal luminescence, 24 h; 330,000 tested, 0.39% active;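 active = inhibition of 50% or more; inactive = inhibition below 50%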;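 also: plate controls were induced DMSO wells for no effect and uninduced yeast grown without galactose for full effect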
# * marks the source's active call; other numbers are inactive results; nt = no result given. Random draw from the library, and some 8.2% of all compounds hit somewhere here.
structure,XBP1 UPR activ,TIM10 inh,tim10-1 inh,Mdm2-MdmX inh,CHOP UPR activ,NR3A LBD binder,tim23-1 inh,NLRP3 yeast inh,APJ ag
CCC(C)[C@H](NC(=O)NC(C)C)C(=O)O (stereo not given in full),-1,-14,10,-13,2.9,0,6,12,1
COC(=O)c1ccc(S(=O)(=O)NCc2ccc(S(N)(=O)=O)cc2)n1C,1,8,4,-18,1.8,0,-2,3,-1
CCN(CC)CCOC(=O)c1ccc([N+](=O)[O-])cc1,-1,-7,9,-1,-0.2,1,11,11,-3
O=C(CSc1nnc(-c2ccccc2F)o1)N1CCNC1=O,-1,-7,-2,-18,3.2,0,-2,4,-4
COC(=O)Nc1ncc(CN2CCC(c3ccccc3)CC2)s1,3,-6,-2,10,0.4,0,15,19,-1
COc1ccc(OC)c(S(=O)(=O)N(C)CC(=O)Nc2ccc3c(c2)OCCO3)c1,4,13,11,5,-1.7,1,10,14,-2
COC(=O)CC1=NN(c2nc(C)cc(C)n2)C(=O)C1,-3,2,5,-2,-0.4,0,6,2,-5
Cc1c(C(=O)Nc2c(C)n(C)n(-c3ccccc3)c2=O)oc2ccc(Cl)cc12,-3,-7,23,8,-2.2,2,20,19,1
Cc1ccc(NC(=O)COC(=O)C2=NN(c3ccccc3)C(=O)CC2)c(Br)c1,-1,7,23,-16,0.5,-1,17,4,-1
Cc1cc(NC(=O)C(=O)c2cn(C)c3ccccc23)no1,-2,17,2,22,2.5,-1,-10,46,-4
COc1ccc(/C=C2\CCCc3c2nc2ccccc2c3C(=O)OCC(=O)c2c(N)n(C)c(=O)n(C)c2=O)cc1,13,-1,16,86*,8.2,nt,15,12,6
CC(C)C(=O)Nc1ccc(Cl)cc1-c1nc2ccccc2[nH]c1=O,3,21,5,-15,-0.2,-1,21,11,-2
CC1=NC(C)Cc2ccccc21 (stereo not given),-2,0,6,11,-2.5,0,4,7,0
O=C1CCC(=O)N1c1ccc(NCCc2cccc(F)c2)c([N+](=O)[O-])c1,2,-4,1,0,3.1,0,-9,17,-3
COC(=O)c1sccc1NC(=S)Nc1cccc(F)c1,2,-6,3,12,-0.7,5,15,26,-6
COc1ccc(-c2nnc(SCC#CCO)o2)cc1OC,2,-2,1,-9,-0.5,4,2,18,0
COc1ccc(CNC(=S)NC2CCCCC2)cc1,-4,3,17,-32,0.9,3,25,17,9
C=C(C)C(=O)Nc1cccc(C2=NOC3(C2)C[C@@H](C(N)=O)N(C(=O)/C=C/CC)C3)c1 (stereo not given in full),0,-8,1,16,-0.2,1,-15,5,-3
O=C(CCn1c(=S)[nH]c2cc3c(cc2c1=O)OCO3)NCc1ccc(Cl)cc1,2,-36,-5,56*,0.8,0,2,9,-5
Cc1onc(-c2ccccc2)c1C(=O)NC(=S)NNC(=O)c1ccncc1,-3,12,7,24,-1.0,-3,-7,19,0
Cn1c(=O)c2c(ncn2CC(=O)N/N=C/C=C/c2ccccc2)n(C)c1=O,-5,1,6,10,1.9,-3,0,18,-4
COCC(C)NS(=O)(=O)c1ccc(NC(=O)c2ccccn2)cc1 (stereo not given),-2,0,-7,-8,0.8,-1,10,17,-3
O=C(c1ccccc1)c1ccc2nc[nH]c2c1,2,-4,-11,12,2.1,4,11,11,0
Cc1ccc(CNC(=O)N2CCN(S(=O)(=O)c3ccccc3)CC2)cc1,5,-11,12,17,-0.9,-1,20,5,-3
O=C(COC(=O)c1ccc(F)c(S(=O)(=O)N2CCCCC2)c1)NCc1ccc(F)cc1,-1,24,14,-7,1.7,-2,7,6,-3
COc1ccc(CCNC(=O)COC(=O)Cc2ccccc2[N+](=O)[O-])cc1,-4,-5,6,-4,-1.2,-1,5,19,-2
CCc1ccccc1OCC(=O)NNCC(=O)Nc1cccc(C#N)c1,-1,-4,-3,-3,2.2,-5,-5,1,-1
CCn1c(COc2cccc(C)c2)nnc1SCC(=O)NC1CCCC1,-2,-8,-4,-3,-1.0,3,14,16,1
C[C@H]1CC[C@]2(O[C@@H](CCO)C[C@H](O)[C@H]2O)O1,-2,7,2,-15,0.8,-2,12,6,-1
O=C(c1ccccc1)N1N=C(c2ccccc2)CC1c1ccccc1[N+](=O)[O-] (stereo not given),1,-2,22,11,0.4,-3,-2,3,-1
COc1ccc(N2CC(C(=O)OC(C)C(=O)c3ccccc3)CC2=O)cc1 (stereo not given),0,-3,-3,22,-0.5,2,19,17,0
O=C(NNC(=S)Nc1ccccc1Cl)c1ccccc1Br,2,10,25,-92,4.2,-10,4,12,-8
O=C(NCc1ccccc1Cl)C1CCCN(c2nc3ccsc3c(=O)s2)C1 (stereo not given),-1,-4,7,-29,0.3,nt,-3,-1,-5
CC(C)OCCCNC(=O)[C@H]1N2C(=O)c3ccccc3C2SC1(C)C (stereo not given in full),-1,4,17,15,1.3,0,15,7,0
O=C(CC1SC(=O)N(Cc2ccccc2)C1=O)Nc1nccs1 (stereo not given),-4,-4,1,6,1.8,-2,9,7,-4
C/C=C/C=C/C(=O)Nc1cccc(C2=NOC3(C2)C[C@H](C(N)=O)N(C(=O)CC(c2ccccc2)c2ccccc2)C3)c1 (stereo not given in full),1,3,3,17,-1.1,nt,7,13,0
COc1ccc(/C(C)=N/NC(=O)CNC(=O)c2cccnc2)cc1,0,-13,9,-2,1.3,2,11,12,-2
Cc1cc(C)c2c(CC(=O)N(CCC#N)Cc3cccnc3)coc2c1,0,11,15,22,0.7,2,20,-1,-3
CCC(C)c1ccccc1NC(=O)COC(=O)c1ccc(C)c(NC(=O)c2ccco2)c1 (stereo not given),-3,6,13,-24,-2.0,0,20,4,-3
COCCSc1ccccc1C(=O)N1CCN(c2ccccc2)CC1,3,11,24,-19,0.3,-2,20,7,-3
COc1cc(C(=O)NCC(c2ccc(F)cc2)N2CCOCC2)ccc1OCc1ccccc1Cl (stereo not given),-3,29,25,30,4.0,-11,28,17,1
CCOc1ccc2nc(N3C(=O)C(O)=C(C(=O)c4ccco4)C3c3ccco3)sc2c1 (stereo not given),3,11,11,-15,5.5,-1,33,15,-2
O=[N+]([O-])c1cccc(N=NN(CCO)c2cccc([N+](=O)[O-])c2)c1,-2,10,-18,30,-1.5,-5,7,-7,-4
C/C(=N\O)c1ccc2c(c1)CC(C)O2 (stereo not given),4,6,-5,20,0.0,0,-2,16,-4
CC(=O)NNc1cc(C)nc(NS(=O)(=O)c2ccc(C)cc2)n1,-4,3,24,-6,-0.1,-2,9,10,-2
Cc1nn(-c2nc(-c3ccco3)cc(C(F)(F)F)n2)c(C)c1Br,2,9,16,2,-0.6,0,16,11,8
C=CCC1NCCc2c(Br)cccc21 (stereo not given),0,5,1,-11,-0.2,0,12,6,-1
CCN(C(=O)COc1cc(=O)n(CC)c2ccccc12)c1cccc(Cl)c1,-3,13,23,41,-3.5,-4,25,-8,-2

# Quoted at random: 6 records from the list.
structure,XBP1 UPR activ,TIM10 inh,tim10-1 inh,Mdm2-MdmX inh,CHOP UPR activ,NR3A LBD binder,tim23-1 inh,NLRP3 yeast inh,APJ ag
Cc1cc(C)c2c(CC(=O)N(CCC#N)Cc3cccnc3)coc2c1,0,11,15,22,0.7,2,20,-1,-3
Cc1nn(-c2nc(-c3ccco3)cc(C(F)(F)F)n2)c(C)c1Br,2,9,16,2,-0.6,0,16,11,8
COc1cc(C(=O)NCC(c2ccc(F)cc2)N2CCOCC2)ccc1OCc1ccccc1Cl (stereo not given),-3,29,25,30,4.0,-11,28,17,1
COc1ccc(/C(C)=N/NC(=O)CNC(=O)c2cccnc2)cc1,0,-13,9,-2,1.3,2,11,12,-2
C=CCC1NCCc2c(Br)cccc21 (stereo not given),0,5,1,-11,-0.2,0,12,6,-1
CCOc1ccc2nc(N3C(=O)C(O)=C(C(=O)c4ccco4)C3c3ccco3)sc2c1 (stereo not given),3,11,11,-15,5.5,-1,33,15,-2

# Additional results:
structure,XBP1 UPR activ,TIM10 inh,tim10-1 inh,Mdm2-MdmX inh,CHOP UPR activ,NR3A LBD binder,tim23-1 inh,NLRP3 yeast inh,APJ ag
CCC(C)NC(=O)C1CCC(CNS(=O)(=O)c2ccccc2)CC1 (stereo not given),-2,-13,5,14,-1.5,0,-13,11,0
COc1cc(C(=O)COC(=O)Cc2cnc3sccn23)cc(OC)c1OC,0,13,13,-12,-2.5,1,14,-11,-5
Cc1ccc(CNC(=O)c2ccc(CNc3c(N4CCCC4)c(=O)c3=O)cc2)cc1,-3,-16,-9,22,0.3,-1,-6,-10,-1
COCC(C)n1c(SCC(=O)N2CCc3ccccc3C2)nc2ccccc2c1=O (stereo not given),-3,-42,-38,27,0.8,-3,20,5,-3
O=C(Cn1cnc2ccccc2c1=O)NNC(=O)c1ccccc1,-1,7,-4,22,0.8,2,-6,22,2
CC(C)[C@H](NS(=O)(=O)c1ccccc1)C(=O)OCC(=O)N1N=C(c2ccc(Cl)cc2)CC1c1ccco1 (stereo not given in full),1,20,41*,17,-0.2,7,34,7,-3
CCOc1ccc(N(CC)S(=O)(=O)c2ccc3c(c2)oc(=O)n3C)cc1,4,-51,-2,-4,0.9,1,-13,31,-3
COc1cccc(-c2nc(CS(=O)(=O)CC(=O)NCCCN3CC(C)CC(C)C3)c(C)o2)c1 (stereo not given),4,2,-2,11,-1.2,1,-3,6,-7
CCCCNC(=O)c1sc(=S)n2c1[nH]c(=O)c1ccccc12,0,20,39,24,0.0,-3,27,-9,-7

# High-throughput results (PubChem)
